sPLA2-III inh: Inhibits HGIII-sPLA2 liposome hydrolysis, primary screen; Q9NZ20; QFRET BODIPY PC-A2 liposome hydrolysis, fluorescence; inhibition, % at 12.2 µM; actives 0.56% (n = 370,000); AID 743126;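 active means inhibition above mean plus 3 SD of compounds lying within the high and low control bounds, cut at about 19% in these data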;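 further: 0% = median of test compound wells and 100% = no enzyme DMSO wells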
PLC-gamma1 inh: blocks human PLC-gamma1 enzyme activity. P19174. purified PLC-gamma1, fluorogenic substrate, fluorescence. inhibition, % at 12.2 µM. actives 0.84% (n = 370,000). AID 720700; in the data active means inhibition above about 9.5%
PLCb3 inh: inhibitors of human phospholipase C beta3; Q01970; Purified PLC-beta3, fluorogenic substrate, fluorescence; inhibition, % at 12.2 µM; actives 0.18% (n = 370,000); AID 720704; in the data active means inhibition above about 11%;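 further: 0% = median of compound wells on plate and 100% = full blocker control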
ASAP1 GAP inh: ASAP1 ArfGAP inhibition. Q9ULH1. ASAP1-stimulated ARF1 GTP hydrolysis, GDP FP detection. inhibition, % at 16.5 µM. actives 0.19% (n = 360,000); in the data active means inhibition above about 25%;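 further: 0% = vehicle with enzyme and substrate and 100% = no enzyme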
ARFGAP1 inh: inhibits rat ARF GTPase activating protein 1; actives 0.26% (n = 360,000); Arfgap1-stimulated ARF1 GTP hydrolysis, GDP FP detection; inhibition, % at 16.5 µM;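 active means inhibition above a per-plate limit, mean inhibition of low control wells plus 3 SD, cut at about 25% in these data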;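 further: 0% = DMSO wells with enzyme and 100% = wells lacking Arfgap1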
Target sequence (Q62848 1-136 limits assumed): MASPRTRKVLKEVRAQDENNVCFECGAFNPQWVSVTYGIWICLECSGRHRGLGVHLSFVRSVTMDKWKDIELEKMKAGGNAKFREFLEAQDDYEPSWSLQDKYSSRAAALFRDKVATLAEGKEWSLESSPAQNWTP
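Assay system: purified rat His6-Arfgap1 residues 1-136 (GAP domain); Reagent: human Δ17 ARF1 bound to GTP; Dosing: 16.5 µM single point, 1.26% DMSO; Times: GTP hydrolysis reaction 2 h at 25 °C; Signal: FP, GDP Alexa 633 tracer displaced from anti-GDP antibody, 620/688 nm; Measure: % inhibition from polarization.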
Rev-erbA mod: modulators of human Rev-erb alpha DNA binding. activity, % at 10 µM. AID 1259318. actives 0.79% (n = 370,000). Rev-erbα–FITC-DNA binding, fluorescence polarization, 90 min;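 active means activity above about 14%, limit read from the data; passing the limit was not always enough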;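 further: 0% = DMSO wells with 35 nM protein and 100% = DMSO wells with 750 nM protein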
UHRF1 binding: blocks human UHRF1 binding to methylated DNA; inhibition, % at 4.4 µM; AID 687016; actives 0.75% (n = 370,000); Q96T88; UHRF1 binding to methylated oligo, TR-FRET; in the data active means inhibition above about 21%;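 further: UHRF1 SRA domain binding a hemimethylated CpG hairpin DNA probe; 0% = median of test compound wells and 100% = reference inhibitor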
Target sequence (Q96T88 whole entry, looked up, the tested form may be a part): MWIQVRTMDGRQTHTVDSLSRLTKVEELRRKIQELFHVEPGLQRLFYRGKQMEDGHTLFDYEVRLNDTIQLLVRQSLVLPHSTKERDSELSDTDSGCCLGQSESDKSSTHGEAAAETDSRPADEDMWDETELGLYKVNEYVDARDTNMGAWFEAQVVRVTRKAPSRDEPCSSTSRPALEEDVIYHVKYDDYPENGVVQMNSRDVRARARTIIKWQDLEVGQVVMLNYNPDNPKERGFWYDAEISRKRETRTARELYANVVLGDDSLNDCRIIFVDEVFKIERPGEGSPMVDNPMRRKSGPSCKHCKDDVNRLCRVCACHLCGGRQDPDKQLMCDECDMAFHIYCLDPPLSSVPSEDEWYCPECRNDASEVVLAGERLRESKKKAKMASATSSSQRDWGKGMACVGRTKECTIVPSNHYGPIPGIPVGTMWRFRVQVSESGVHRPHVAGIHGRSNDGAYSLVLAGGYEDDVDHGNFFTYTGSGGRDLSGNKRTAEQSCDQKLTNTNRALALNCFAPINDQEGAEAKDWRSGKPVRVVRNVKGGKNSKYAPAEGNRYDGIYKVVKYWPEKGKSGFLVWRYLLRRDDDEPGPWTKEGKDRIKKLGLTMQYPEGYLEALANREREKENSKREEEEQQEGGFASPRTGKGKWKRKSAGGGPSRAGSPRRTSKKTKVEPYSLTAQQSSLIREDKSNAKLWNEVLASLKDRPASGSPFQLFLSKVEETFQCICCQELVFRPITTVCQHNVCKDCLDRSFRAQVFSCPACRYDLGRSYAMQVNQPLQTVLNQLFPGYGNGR
KLK7 zymogen act: activators of human kallikrein-7 zymogen | P49862 | purified proKLK7, EDANS-DABCYL substrate fluorescence; 100% is mature enzyme control, 0% vehicle | activation, % at 7 µM | actives 0.9% (n = 370,000);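 active means activation above the mean of all tested compounds plus 3 SD, computed per campaign excluding outliers beyond control limits, cut at about 13% in these data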
DDE Tn7 FP inh: DD(E)-Tn7 binding inhibition, primary FP screen | FP displacement of FITC-Tn7 peptide from fibrin DD(E); 0% = median of compound wells per plate | AID 720508 | P02675 | actives 0.13% (n = 370,000) | inhibition, % at 8.3 µM;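 active means inhibition above the mean of compounds falling within the control limits plus 3 SD of them, cut at about 14% in these data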;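 further: 0% = plate median of compound wells and 100% = 10 µM Aha-Tn7 peptide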
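system = human fibrin DD(E) protein | quantity = DD(E) 2 µM final | medium = Tris/NaCl/CaCl2 buffer, pH 7.8 | also added = labelled Tn7 tracer, 0.1 µM | compound dosing = single point at 8.3 µM | timing = compound with protein 10 min, then 3 h after probe, room temperature | signal = FP measurement | benchmarks = Aha-Tn7 high control | repeats = one replicate per compound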
DDE Tn6 FP inh: disrupts Tn6 cyclic peptide binding to fibrin D-Dimer-E complex | Fibrin DD(E) TRITC-Tn6 fluorescence polarization displacement | inhibition, % at 8.3 µM | actives 0.21% (n = 370,000) | AID 720509;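 active means inhibition above a per-campaign cutoff: mean of compounds within control limits plus 3 SD, cut at about 15% in these data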;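 further: 0% = median of all compound wells on the plate and 100% = blocking peptide control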
* = called active by the depositor; + = active, no number.

canonical_smiles,sPLA2-III inh,PLC-gamma1 inh,PLCb3 inh,ASAP1 GAP inh,ARFGAP1 inh,Rev-erbA mod,UHRF1 binding,KLK7 zymogen act,DDE Tn7 FP inh,DDE Tn6 FP inh
Cc1cc(Br)c2c(c1)[C@](O)(c1cn(C)c3ccccc13)C(=O)N2C,-24,4,4,1,1,0,4,0.8,-1,-4
Cc1c(C(=O)N2CCN(c3ncccn3)CC2)oc2ccc(Cl)cc12,-3,-1,-9,8,2,-2,-2,0.8,5,0
O=S(=O)(NC1CCN(Cc2ccccc2)CC1)c1ccc(F)c(F)c1,8,-1,2,-8,-2,-1,1,0.1,0,3
COc1ccc(S(=O)(=O)Nc2ccc3c(c2)C(=O)N([C@H](C)CO)C[C@H](C)[C@@H](CN(C)S(=O)(=O)c2c(C)noc2C)O3)cc1,-16,2,1,1,-1,0,-2,0.1,8,-2
CC(C)CC(=O)Nc1nnc(SCC(=O)NC2CCCC2)s1,8,-2,4,-2,2,3,2,0.3,8,-3
CCOc1ncccc1C(=O)OCc1c(F)cccc1Cl,-2,0,-3,-5,10,-3,-1,0.9,1,-1
O=C(O)c1cccc(N/N=C/C2=C(Cl)c3cc(Cl)ccc3SC2)c1,-7,-32,-43,11,-7,-4,4,0.3,-10,-5
C[N+](C)(C)CCCNC(=O)c1ccc(/C=N/O)nc1,10,-1,-1,0,8,1,1,0.8,1,-4
Cc1ccc(NC(=O)C2CCN(S(=O)(=O)c3ccc4[nH]c(=O)oc4c3)CC2)cc1F,-30,-1,-3,4,-11,-1,-1,0.8,0,5
COc1ccc(C)c(Cn2c(-c3nonc3N)nc3ccccc32)c1,4,-1,0,12,1,1,-6,0.6,-6,3
Cc1c(Cl)cccc1NC(=S)NN1CCOCC1,2,0,0,2,10,3,1,1.0,-2,0
Cn1c(C(=O)NCCCN2CCOCC2)cc2c(=O)n(C)c3ccccc3c21,3,-7,-8,4,0,-3,4,-0.7,-1,-5
COc1ccc(-n2c(SCC(=O)NCc3ccco3)nc3sc4c(c3c2=O)CCN(C)C4)cc1,-8,-40,-67,10,23,-24,4,-1.2,-7,-6
O=S(=O)(Nc1ccc(-c2ccc(N3CCOCC3)nn2)cc1)c1ccc(Cl)c(Cl)c1,-40,-12,-28,6,11,2,3,0.3,4,-7
O=C(Nc1nccs1)c1ccc(-c2ccc(Cl)cc2Cl)o1,2,0,2,-5,-12,-4,0,0.9,1,-8
CC1(C2CC(=O)c3c(O)ccc(O)c3C2)OCCO1 (configuration not stated),-8,-10,-13,-2,0,-4,-1,1.9,-12,-1
CCOC(=O)c1sc(=N)n(-c2ccc(OC)cc2)c1C,-2,-36,-48,-9,1,-2,-2,1.0,-4,1
COc1cccc2c1C(=O)c1c(O)c3c(c(O)c1C2=O)CC(O)(C(C)=O)CC3OC1CC(O)C(O)C(C)O1 (configuration not stated),-248,-156,-208,5,17,9,81*,0.7,26*,+
COc1ccc(/C=N/NC(=S)NC2CCS(=O)(=O)C2)cc1OC (configuration not stated),2,0,0,-4,-12,1,7,0.2,-1,-1
Cc1nn(C)c(Sc2ccccc2N)c1[N+](=O)[O-],-7,1,1,4,-4,2,-6,0.4,-1,5
COc1cccc(NC(=O)CC(C)=O)c1,0,1,2,-9,2,2,2,-0.3,-2,-2
Cc1ccc(S(=O)(=O)N2[C@@H](c3ccc(Br)cc3)C(C(=O)O)=CC[C@H]2c2cccs2)cc1,2,-6,0,3,-1,-2,0,-0.6,8,5
Cc1cccc(CN2CCN(C(=O)c3cccc4ccccc34)CC2)c1,9,1,-1,-10,4,2,2,-0.5,12,0
COc1ccc(C)cc1Nc1cc(C)nc2ncnn12,3,-1,-2,-1,-8,-3,-1,0.0,-1,5
CCN(CC(=O)Nc1c(F)cccc1F)C(=O)Cc1c(C)nc2ccccc2c1C,1,-5,-8,-4,6,1,3,0.1,0,-4
COC(=O)c1nn(-c2ccc(C)cc2)c2nnc(Cc3ccccc3)c(=O)n12,5,-2,-2,-6,13,-4,2,-0.1,-7,-1
O=P(c1ccccc1)(c1ccccc1)N(c1ccccc1)c1ccccc1,4,0,1,-5,2,1,0,0.1,8,-3
Cc1[nH]c2ccccc2c(=O)c1CN1CCCCC1,-1,6,8,-5,-16,-4,1,-0.5,1,7
Cc1cc(Nc2ccccc2)n(CCC#N)n1,-3,1,2,-1,6,-1,-1,-0.4,-3,-6
CCc1c(-c2ccccc2)ncn1CCc1ccccc1OC,-5,2,1,2,-10,1,-1,0.5,3,8

Part of the list above in a different format.
Value order – sPLA2-III inh, PLC-gamma1 inh, PLCb3 inh, ASAP1 GAP inh, ARFGAP1 inh, Rev-erbA mod, UHRF1 binding, KLK7 zymogen act, DDE Tn7 FP inh, DDE Tn6 FP inh
> COC(=O)c1nn(-c2ccc(C)cc2)c2nnc(Cc3ccccc3)c(=O)n12
 : 5, -2, -2, -6, 13, -4, 2, -0.1, -7, -1
> O=C(O)c1cccc(N/N=C/C2=C(Cl)c3cc(Cl)ccc3SC2)c1
 : -7, -32, -43, 11, -7, -4, 4, 0.3, -10, -5
> C[N+](C)(C)CCCNC(=O)c1ccc(/C=N/O)nc1
 : 10, -1, -1, 0, 8, 1, 1, 0.8, 1, -4

Continued:
| Molecule | sPLA2-III inh | PLC-gamma1 inh | PLCb3 inh | ASAP1 GAP inh | ARFGAP1 inh | Rev-erbA mod | UHRF1 binding | KLK7 zymogen act | DDE Tn7 FP inh | DDE Tn6 FP inh |
| --- | --- | --- | --- | --- | --- | --- | --- | --- | --- | --- |
| CCCC(=O)OCC(=O)NCc1ccc(Cl)cc1 | 0 | 2 | 4 | 8 | 5 | -2 | 1 | -0.1 | 2 | 5 |
| COc1ccc(CCNC(=O)COC(=O)Cc2ccc(OC)cc2)cc1 | 0 | -4 | -79 | -4 | 9 | -1 | 1 | 0.5 | -3 | -14 |
| O=C(O)c1ccccc1-c1ccccc1C(=O)Nc1ccc2c(c1)C(=O)c1ccccc1-2 | -24 | -2 | -2 | -19 | -13 | 0 | -1 | 0.0 | -1 | -11 |
| O=C(Nc1ccc(Cl)cc1)Nn1cnnc1 | 0 | 4 | 0 | -2 | -8 | -2 | 4 | 0.0 | -9 | 5 |
| CCOC(=O)c1oc2cc(O)ccc2c(=O)c1-c1ccccc1OC | -6 | 0 | -2 | -3 | 5 | -3 | 0 | 0.7 | 4 | -2 |
| COc1cccc(CN2CC(C(=O)NCCn3ccc(C)n3)CCC2=O)c1 (configuration not stated) | 1 | 3 | -6 | -9 | -3 | -1 | 0 | -0.3 | -5 | -2 |
| CCOC(=O)C1CCCN(C(=O)C2CC(=O)N(c3ccc(C)cc3)C2)C1 (configuration not stated) | 13 | -2 | -3 | -30 | -11 | -1 | 0 | 0.1 | 6 | 2 |
| CC(C)(C)c1ccccc1NC(=S)NC1CCCCC1 | 17 | -1 | -6 | -5 | 2 | 0 | -2 | -0.1 | 10 | -8 |
| COC(=O)C1Cc2ccccc2CN1S(=O)(=O)c1ccc(C)cc1 (configuration not stated) | -4 | 2 | -3 | 12 | -2 | 2 | -2 | 0.1 | 5 | 8 |
| COc1cc(CN(C)C(=O)C2CCN(S(=O)(=O)c3cccs3)CC2)ccc1OC(F)F | -7 | 0 | -4 | -3 | 9 | -2 | 4 | -0.1 | -5 | 5 |
| Cc1nc(SCc2nc3ccc(C(=O)c4ccccc4)cc3[nH]2)c2oc3ccccc3c2n1 | 0 | -10 | -15 | 3 | 10 | 63* | -1 | -6.1 | -2 | 3 |
| Clc1ccc(CNc2nc(N3CCOCC3)nc(N3CCOCC3)n2)cc1 | 0 | 4 | 3 | -7 | 7 | 2 | 2 | 0.5 | 2 | 0 |
| C=CCN1C(=O)C2(C(C(=O)c3ccc(C)o3)=C(O)C(=O)N2CCCN2CCOCC2)c2ccccc21 (configuration not stated) | 4 | 1 | 2 | -2 | 0 | 1 | 3 | 0.2 | 1 | -5 |
| Cc1cccc(-n2ncc3c(N(C)Cc4ccccc4)ncnc32)c1 | -2 | 1 | -2 | 3 | 0 | -3 | 1 | 0.7 | 2 | 2 |
| CCOc1ccc(CN2CCNC(=O)C2CC(=O)NCc2ccccn2)cc1 (configuration not stated) | -3 | -8 | -10 | -2 | 3 | 0 | 3 | 0.6 | 7 | 2 |
| Cc1ccc(OCc2nnc(SCC(=O)Nc3ccc4c(c3)OCO4)n2C)cc1 | -5 | -2 | 1 | 10 | -3 | 1 | 0 | 0.2 | 6 | -1 |
| C=CCn1c(SCC(=O)N2CCOCC2)nc2c([nH]c3ccccc32)c1=O | 1 | -10 | -16 | 5 | 11 | 2 | 3 | 0.8 | -3 | -5 |

Marked active in UHRF1 binding, of those listed so far:
| Molecule | sPLA2-III inh | PLC-gamma1 inh | PLCb3 inh | ASAP1 GAP inh | ARFGAP1 inh | Rev-erbA mod | UHRF1 binding | KLK7 zymogen act | DDE Tn7 FP inh | DDE Tn6 FP inh |
| --- | --- | --- | --- | --- | --- | --- | --- | --- | --- | --- |
| COc1cccc2c1C(=O)c1c(O)c3c(c(O)c1C2=O)CC(O)(C(C)=O)CC3OC1CC(O)C(O)C(C)O1 (configuration not stated) | -248 | -156 | -208 | 5 | 17 | 9 | 81* | 0.7 | 26* | + |

Compound activity: PubChem, several laboratories
